EPAC1 agonist – activates human EPAC1 exchange factor | O95398 | EPAC1 agonist qHTS, biochemical assay; response scale: 100% = response to 6.5 mM cAMP | Potency, µM (titrated, usually from 154 µM), for the others: at the highest dose activation, actives largely listed as activators | 360,000 compounds, 0.073% hits | AID 720707; also: potency is read from the fitted curve at half-maximal effect; nearly all actives have a fitted effect of over 60% in size
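Fluorescent GDP-exchange assay: 100 nM EPAC1 with 250 nM Rap1B preloaded with BODIPY-GDP and 50 uM GDP; compounds tested as concentration series, 5 min at room temperature, then read every 5 min for 30 min (ex 480/em 540 nm); normalized to 6.5 mM cAMP.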
IL-2 act – activators of IL-2 | IL-2 activation reporter assay, cell-based qHTS; stimulated with anti-CD3/CD4/CD28 beads; in transgenic mouse T cells | 360,000 compounds, 0.065% hits | activation, % (series mostly up to about 46 µM); in the data active = activation above about 50%; inconclusive = mostly about 30% to 49%; also: 0% is about no effect
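Quantitative HTS in unstimulated transgenic mouse T cells, with memory T cells as non-tolerant control and PMA/ionomycin as tolerance-bypass control. Compound pretreatment lasted 60 minutes before 18 h bead stimulation; EGFP/DsRed fluorescence read.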
PI5P4K alpha inh – inhibitors of human PI5P4K alpha; P48426; PI5P4Kalpha enzyme, ADP-Glo luminescence, 60 min; stronger effect = lower value; max response, %; 330,000 compounds, 1.2% hits; AID 652105; active = max response of -50% or lower; inconclusive = between -30% and -50%; inactive = -30% or higher; also: value at the top dose of about 77 µM; % is scaled to controls: 0 for no effect and ±100 for the full control effect
Target sequence (P48426 whole entry, looked up): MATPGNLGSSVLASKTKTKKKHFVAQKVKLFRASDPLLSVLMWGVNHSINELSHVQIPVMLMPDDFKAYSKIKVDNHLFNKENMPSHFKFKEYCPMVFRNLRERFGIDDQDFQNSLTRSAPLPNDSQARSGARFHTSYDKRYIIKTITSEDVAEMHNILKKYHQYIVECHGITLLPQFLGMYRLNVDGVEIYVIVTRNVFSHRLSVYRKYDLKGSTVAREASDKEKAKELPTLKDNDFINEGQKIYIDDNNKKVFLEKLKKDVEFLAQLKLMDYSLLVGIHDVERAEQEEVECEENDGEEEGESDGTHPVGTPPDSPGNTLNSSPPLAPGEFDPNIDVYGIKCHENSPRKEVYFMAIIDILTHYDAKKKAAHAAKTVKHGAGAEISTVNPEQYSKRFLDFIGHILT
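Single end-point luminescence (ADP-Glo) quantified ADP from PI5P4Kalpha turnover; ATP 5 microM final, 1 h at RT, 0.1% CHAPS and 0.28 mM EGTA in HEPES pH 7.4.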
FUS suppressor – FUS proteinopathy suppression in yeast; S. cerevisiae FUS-expressing, growth rescue, OD600, 24 h; Potency, µM (top dose mostly 76.6 µM), inactives show at the top dose growth rescue (activation), usual class: activators; 390,000 compounds, 0.24% hits; AID 1347120;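 also: potency is read from the fitted curve at half-maximal effect; plate controls were DMSO vehicle for no effect and reference control for full effect; nearly all actives have a fitted effect of over 55% in size; some results filed as inactive show a strong effect at the top dose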
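Toxicity suppression screen in FUS-yeast. Cells induced with 2% galactose, starting OD 0.005, treated 24hr at 30C with compounds at multiple final concentrations; growth by OD600.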
WRN helicase inh – inhibitors of human WRN helicase; Q14191; WRN helicase unwinding, fluorescent forked duplex, kinetic; Potency, µM (series often up to 114 µM), for inactives: at the top dose activity change, negative = inhibition, most hits filed as inhibitors; 360,000 compounds, 0.46% hits; also: potency is read from the fitted curve at half-maximal effect; % is scaled to controls: 0 for no effect and ±100 for the full control effect; nearly all actives have a fitted effect of over 55% in size
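Kinetic red-fluorescence monitoring (525/598 nm) tracks WRN helicase activity after 100 nM fluorophore-quencher forked duplex and 2 mM ATP are added to 20 nM enzyme pretreated 15 min at room temperature with compound.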
Abeta yeast res – A-beta toxicity reversal in yeast; yeast expressing A-beta42, growth rescue, OD600, 48 h; response scale: 0% DMSO, 100% iron-clioquinol control; Potency, µM (highest dose often 46.1 µM), inactives show at the top dose growth rescue, most hits filed as activators; 410,000 compounds, 0.063% hits; also: potency is read from the fitted curve at half-maximal effect; nearly all actives have a fitted effect of over 55% in size
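Yeast growth medium received pinned compounds, then yeast cells expressing toxic A-beta were added; plates incubated at 30 C for 48 hr. Growth read as absorbance at 600 nm, normalized to DMSO and equimolar FeCl3 plus clioquinol controls.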
EPAC1 antag – EPAC1 (human) antagonism; O95398; EPAC1 GEF assay, Rap1b-BODIPY-GDP exchange fluorescence; Potency, µM (titrated, usually from 115 µM), for inactives: at the highest dose activity change, negative = inhibition, most hits filed as inhibitors; 360,000 compounds, 0.14% hits;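 also: potency is read from the fitted curve at half-maximal effect; plate controls were vehicle for no effect and positive control for full effect; nearly all actives have a fitted effect of over 50% in size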
PLK1 PBD block – PLK1 (human) polo-box domain binding inhibition | P53350 | Plk1 PBD binding of FITC phosphopeptide, fluorescence polarization | Potency, µM, inactives show max response, negative = inhibition, actives largely listed as inhibitors | 360,000 compounds, 2.8% hits | AID 720504; also: potency is read from the fitted curve at half-maximal effect; series mostly up to about 57 µM; % is scaled to controls: 0 for no effect and ±100 for the full control effect; nearly all actives have a fitted effect of over 65% in size
Target sequence (P53350 whole entry, looked up, the tested form may be a part): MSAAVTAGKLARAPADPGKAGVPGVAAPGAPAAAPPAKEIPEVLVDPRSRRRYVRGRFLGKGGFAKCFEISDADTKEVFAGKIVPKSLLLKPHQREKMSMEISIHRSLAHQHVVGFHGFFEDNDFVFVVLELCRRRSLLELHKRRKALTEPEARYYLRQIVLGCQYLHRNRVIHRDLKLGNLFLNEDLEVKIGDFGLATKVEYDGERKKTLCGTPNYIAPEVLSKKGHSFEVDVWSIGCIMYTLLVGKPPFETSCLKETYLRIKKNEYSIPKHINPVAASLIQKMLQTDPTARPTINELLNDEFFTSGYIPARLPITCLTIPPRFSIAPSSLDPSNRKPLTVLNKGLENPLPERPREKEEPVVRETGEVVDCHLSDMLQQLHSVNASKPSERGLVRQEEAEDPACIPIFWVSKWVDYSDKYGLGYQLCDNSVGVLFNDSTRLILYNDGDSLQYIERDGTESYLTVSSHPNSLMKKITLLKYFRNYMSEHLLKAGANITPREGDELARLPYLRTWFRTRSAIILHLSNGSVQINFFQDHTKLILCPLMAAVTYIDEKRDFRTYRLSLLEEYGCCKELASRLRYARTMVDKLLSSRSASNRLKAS
* = called active by the depositor; u = inconclusive; x = no result given; & = joins results of further samples; [ ] = remark or other dose. Unless noted, calls follow the shape of the dose curve; as a rule, active = well fitted curve in the direction sought with a large enough effect; inconclusive = small, poorly fitted or top-dose-only effect, or another doubt; inactive = no such curve, though single readings can be large; an effect the other way counts as inactive or inconclusive.

SMILES | EPAC1 agonist | IL-2 act | PI5P4K alpha inh | FUS suppressor | WRN helicase inh | Abeta yeast res | EPAC1 antag | PLK1 PBD block
Cc1ccc(C(=O)N2CCN(Cc3ccccc3)CC2)cc1S(=O)(=O)N1CCOCC1 | -2% | -0.2 | -6 | 5% | -15% | 8% | -5% | -2%
COc1ccccc1NC(=O)C(C)OC(=O)CC1CCCCC1 (stereo not drawn) | 3% | 0.7 | 4 | 7% | -2% | 16% | -11% | -9%
Cc1nc(-c2ccc(C(=O)N3CCOCC3)cc2)cs1 | 12% | -0.6 | -15 | -9% | 3% | 8% | 1% | -2%
Oc1ccc(-n2nnnc2SCc2c(F)cccc2Cl)cc1 | -15% | -3.4 | 2 | -8% | -11% | 25% | -20% | -6%
O=C1[C@@H]2Cc3c([nH]c4ccccc34)CN2C(=O)CN1CCO | -4% | 1.6 | 4 | 19% | -8% | 1% | -14% | -5%
Cc1ccc2c(c1)N(CC(=O)NCC1CCCO1)C(=O)CO2 (stereo not drawn) | 1% | 1.6 | 1 | -20% | 5% | 5% | -19% | 2%
CC1(Oc2ccc(-n3ccnc3)cc2)CCN(Cc2cccn2-c2nccs2)C1 (stereo not drawn) | 10% | -0.5 | 2 | -7% | -8% | -15% | 5% | -4%
Cc1cc(C)c(C)c(S(=O)(=O)NCC(=O)NCC2CCCCC2)c1C | 2% | -0.1 | -5 | 50% | -2% | -7% | 0% | -14%
O=C(O)c1cnn2c1C(=O)N(Cc1cccs1)CC2 | 11% | 1.1 | 1 | 21% | -4% | -3% | -16% | -16%
O=C(Nc1cc(Cl)ccc1Cl)C1CC(=O)N(c2ccccc2)C1 (stereo not drawn) | 0% | -0.4 | -2 | 28% | -2% | -17% | -10% | 0%
COc1ccc(C2CC(c3ccccc3)=NN2C(=O)CN2N=NC3C(=O)N(c4cccc(F)c4)C(=O)C32)cc1 (stereo not drawn) | -2% | -0.7 | -10 | u | 0% | 23% | 15% | 0%
CCOc1ccc(NC(=O)N(CCC(C)C)C(C)c2ccco2)cc1 (stereo not drawn) | 1% | 0.4 | 0 | 23% | -3% | 18% | -10% | 2%
CC(=O)Nc1cc(-c2ccccc2)cn2c(-c3cccc(C(C)=O)c3)cnc12 | 2% | -0.5 | -23 | 32% | -8% | -4% | -18% | u
COC(=O)c1ccc2c(=O)n(Cc3ccco3)c(SCC(=O)Nc3cc(C)on3)nc2c1 | 4% | -1.0 | -8 | 7% | 0% | -1% | -5% | -7%
CC[C@@H](C)C(C(=O)N1CCN(C(=O)OC(C)(C)C)CC1)n1cc(-c2cn([C@@H](C)C(=O)N3CCN(C(=O)OC(C)(C)C)CC3)nn2)nn1 (stereo partly drawn) | -17% | 0.5 | 1 | 33% | -5% | 6% | 5% | -17%
c1ccc(COc2ncnc3c2ncn3CCCNCc2ccc3c(c2)OCO3)cc1 | -9% | -0.4 | -1 | -22% | -1% | 3% | 6% | -1%
O=C(Nc1ccccc1)c1ccccc1OCc1ccc(S(=O)(=O)N2CCOCC2)cc1 | 5% | 0.0 | 8 | 0% | 3% | -5% | 10% | -1%
O=C(COC(=O)c1ccc([N+](=O)[O-])cc1)NC12CC3CC(CC(C3)C1)C2 | -1% | -0.5 | 0 | -12% | 3% | -13% | 1% | 8%
CCOc1ccccc1N1CCN(C(=O)c2ccc(Cl)c(S(=O)(=O)N3CCCCC3)c2)CC1 | 10% | -3.6 | 11 | 32% | -3% | 15% | 3% | -6%
CCN(CC)C(=O)[C@H]1C[C@H](CC(=O)NCCC2=CCCCC2)C(=O)N2CCc3c([nH]c4ccc(Cl)cc34)[C@]12C | -10% | -0.7 | 19 | 28% | -11% | 8% | -10% | -3%
CC(O)[C@H]1CNC(=O)C(=O)N1CC1(c2ccccc2)CC1 (stereo partly drawn) | 13% | 0.2 | -2 | 1% | 8% | 5% | -2% | -9%
CCOCCCNC(=O)C1CCC(CNS(=O)(=O)c2ccc(OC)cc2)CC1 (stereo not drawn) | -1% | 0.4 | 7 | 5% | 1% | -5% | 0% | -1%
CC(C)CCNC(=O)C(C)N(Cc1ccc(F)cc1)C(=O)c1ccc(CN2CCCCC2)o1 (stereo not drawn) | -1% | -1.9 | x | 21% | 8% | -8% | 17% | -4%
COc1ccc(S(=O)(=O)N2CCOCC2)cc1C(=O)N1CCCCCC1 | 0% | -3.9 | -1 | 4% | -31% | 16% | -4% | -3%
O=c1cc(CSc2nnc(COc3ccccc3)n2-c2ccccc2)c2ccccc2[nH]1 | -4% | 1.7 | -3 | u | -8% | -2% | -3% | 0%
O=C(NC1CCS(=O)(=O)C1)c1c(NC(=O)C2COc3ccccc3O2)sc2c1CCCC2 (stereo not drawn) | -2% | -2.7 | -6 | -20% | -23% | 3%[9.22 µM] | 2% | 2%&1%&-2%
COc1cc(C(=O)Nn2cnnc2)ccc1OC(F)F | 1% | -1.7 | -1 | -27% | -1% | 4% | -3% | -2%
Cc1cc2c(C)c(C)c(=O)[nH]c2cc1N | 9% | -1.0 | 0 | 36% | -2% | -7% | -4% | -4%
O=C1[C@H](Cc2ccccc2)NCCCC[C@@H](c2ccc(Cl)cc2)N1Cc1ccccc1 | -3% | -0.7 | 22 | 42% | -7% | 5% | -6% | 6%
COc1cccc(/C=N/n2nnc3c(cnn3-c3ccccc3)c2=O)c1 | -6% | 0.8 | 6 | 6% | -3% | 1% | 4% | 3%
O=C(c1ccc(CNS(=O)(=O)c2cccc(Cl)c2)cc1)N1CCCCC1 | -5% | -5.1 | -2 | -9% | -6% | -16% | -3% | 3%
COc1ccc(S(=O)(=O)N2CCC3(CC2)OCCO3)cc1 | 1% | -1.8 | -5 | 22% | 4% | 1% | -2% | -4%
CC(C)c1ccc(NC(=O)Cc2ccc(NC3=NC4CS(=O)(=O)CC4S3)cc2)cc1 (stereo not drawn) | 6% | 2.1 | 8 | 18% | -7% | -5% | 3% | -5%
Cc1ccc(C(=O)NCC(=O)OC(C)C(=O)NC2CCCCC2C)cc1C (stereo not drawn) | -4% | 4.5 | 3 | -9% | -2% | 1% | -8% | -2%
Oc1[nH]c2ccccc2c1N=Nc1ccc(C(F)(F)F)cn1 | -7% | 0.5 | 3 | -12% | 2% | 17% | 0% | 3%
COCCNC(=O)C(c1ccc(OC)cc1)N(CCOC)C(=O)CCC(=O)Nc1nccs1 (stereo not drawn) | 1% | 0.1 | 2 | -26% | 2%[57.1 µM] | -15% | -18% | -8%
O=C(Nc1nnc(Cc2c[nH]c3ccccc23)s1)c1ccc(Cl)cc1Cl | 7% | -1.6 | -28 | 9% | -6% | 2% | 7% | -27%
CC[N+](CC)(CC)CCOc1cccc(OCC[N+](CC)(CC)CC)c1OCC[N+](CC)(CC)CC | -17% | -0.1 | 21 | -43% | -8% | -21% | 5% | -11%
COc1ccc(O)c(C2=Nc3ccccc3N=C(c3cccs3)C2)c1 | 0% | -0.1 | 10 | x | -22% | 9% | -11% | -4%
CCOC(=O)CNc1nnc(SCC(=O)OCC)[nH]c1=O | 2% | -2.6 | 0 | -18% | u | 2%[9.22 µM] | 11% | u
COC(=O)[C@@H](c1ccccc1)N(C)S(=O)(=O)c1cccc(S(=O)(=O)N(C)[C@@H](C(=O)OC)c2ccccc2)c1 | -14% | -4.5 | 14 | 38% | -4% | -15% | -20% | -9%
Cc1ccc(-c2cc3c(nn2)-c2ccccc2C3=O)cc1 | 11% | 0.6 | u | 13% | 2% | -32%[inhibitor] | -2% | u
Cc1ccc(NC(=O)c2ncn(CCCNCCCN(C)C)n2)cc1C | -17% | -0.1 | -2 | -21% | 6% | -2% | -4% | 0%
Cc1noc(C)c1C(=O)N1CCC1(C)C(=O)NS(=O)(=O)c1ccc(F)cc1F (stereo not drawn) | -2% | 0.0 | -4 | -16% | -8% | -1% | -3% | -2%
CCCCC(=O)Nc1nnc(S(=O)(=O)N2CCCCCC2)s1 | 15% | -3.2 | 4 | -14%&-35% | 1% | -1%&-5% | 0% | -5%
CC(=O)N(CCCCN1C(=O)c2ccccc2C1=O)c1ccc(C)cc1 | 0% | 0.1 | 9 | 15% | 4% | -17% | 0% | u
CCCC(C)NC(=O)COC(=O)c1ccccc1SCC(=O)NC(C)CCC (stereo not drawn) | 6% | 2.1 | 9 | 5% | 3% | -10% | -12% | -5%
O=C(Nc1nc(-c2ccc(Cl)cc2)cs1)NC1CCCCC1 | -5% | 0.9 | 23 | x | 4% | 12% | 4% | 3%
CSc1nnc2c(n1)c(C)nn2-c1cccc(C)c1 | 6% | 2.4 | 0 | 2% | -3% | -7% | 8% | -19%
COc1ccc(S(=O)(=O)N(CC(=O)N/N=C/c2cccs2)c2cc(C)cc(C)c2)cc1OC | 17% | -1.4 | x | u | -10% | 14% | -7% | 0%

Continued; it opens with the 2 that closed the last part.
SMILES | EPAC1 agonist | IL-2 act | PI5P4K alpha inh | FUS suppressor | WRN helicase inh | Abeta yeast res | EPAC1 antag | PLK1 PBD block
CSc1nnc2c(n1)c(C)nn2-c1cccc(C)c1 | 6% | 2.4 | 0 | 2% | -3% | -7% | 8% | -19%
COc1ccc(S(=O)(=O)N(CC(=O)N/N=C/c2cccs2)c2cc(C)cc(C)c2)cc1OC | 17% | -1.4 | x | u | -10% | 14% | -7% | 0%
COC(=O)[C@@H](NS(=O)(=O)c1cc(Br)ccc1Br)C(C)C | -1% | 0.1 | 3 | -18% | 2% | 1% | -8% | 5%
CC(=O)NN1C(=O)c2ccccc2NC1c1ccccc1O (stereo not drawn) | -4% | 0.4 | 6 | -2% | 15% | -6% | 3% | -9%
O=C(c1ccco1)N1CCN(C(c2ccc(Cl)cc2)c2nnnn2Cc2ccccc2)CC1 (stereo not drawn) | 9% | -3.5 | 1 | u | -3%[57.1 µM] | 1% | 3% | -10%
O=C(Cc1noc2ccccc12)Nc1ccc(Cl)cc1 | 5% | 1.1 | 8 | x | -22% | 7% | -3% | -9%
CCOC(=O)c1sc(Nc2ccc(C)cc2C)nc1C | 11% | -4.9 | 7 | 17% | -8% | 27% | -11% | -1%
COc1ccc(NC(=O)C2CCN(C(=O)Cc3ccccc3)CC2)cc1OC | 10% | -4.5 | 2 | -3% | -30% | -9% | -11% | -5%

Source: PubChem BioAssay
